HTR2A ag – mouse Htr2a agonists via beta-arrestin recruitment, primary screen, cell-based, luminescence; 5-hydroxytryptamine receptor 2A (Mus musculus), P35363; CHO-K1 mHTR2A beta-arrestin complementation; percent of 30 µM serotonin response; activation, % at 7.6 µM; 360,000 compounds, 0.66% hits;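 active = activation above a run cutoff, the mean activation of all tested compounds plus 3 SD, cut at about 14% in these data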;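 also: 0% = plate median of compound wells and 100% = 30 µM serotonin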
Target sequence (P35363 whole entry, looked up): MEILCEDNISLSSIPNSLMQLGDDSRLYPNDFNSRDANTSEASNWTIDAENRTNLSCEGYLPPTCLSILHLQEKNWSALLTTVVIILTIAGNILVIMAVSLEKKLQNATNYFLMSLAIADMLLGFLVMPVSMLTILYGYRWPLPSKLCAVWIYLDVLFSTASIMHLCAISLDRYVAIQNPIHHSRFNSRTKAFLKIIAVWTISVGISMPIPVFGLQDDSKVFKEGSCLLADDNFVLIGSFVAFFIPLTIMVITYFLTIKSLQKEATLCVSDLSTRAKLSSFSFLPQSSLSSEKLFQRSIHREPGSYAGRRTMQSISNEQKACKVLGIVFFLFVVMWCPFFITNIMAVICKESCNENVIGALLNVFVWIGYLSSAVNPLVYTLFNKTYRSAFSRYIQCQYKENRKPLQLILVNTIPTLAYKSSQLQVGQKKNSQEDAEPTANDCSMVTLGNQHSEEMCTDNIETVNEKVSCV
CaV13 FRET inh – Disruptors of the CACNA1D IQ motif to Ca2+-dependent inactivation inhibitor domain association, primary screening, Förster resonance energy transfer in intact living … | HEK cells, CFP/YFP FRET ICDI-IQ, plate reader, 10 min; percent FRET-ratio fall versus neutral wells | inhibition, % at 12.3 µM | 340,000 compounds, 0.098% hits | AID 743397;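 active = mean replicate inhibition of at least 30% and at least 1% of replicates passing that level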;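 also: 0% = median of the neutral control wells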
H9c2 protect – cardioprotection against H2O2-induced cell death, primary screen, uHTS, H9c2 cells, ATPLite luminescence; H9c2 cardiomyocytes, H2O2 injury protection, 2 h; protection from H2O2 cell death, % at 20 µM; AID 588492, 2011; 360,000 compounds, 0.63% hits;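 active = compounds giving at least 50% protection of heart cells from peroxide-induced death in the single-dose screen, raw or plate-pattern-corrected value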;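 also: 0% = DMSO wells with peroxide and 100% = DMSO wells without peroxide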
ABCB6 inh MLPCN – ABCB6 transporter inhibitors, primary screen, K562-ABCB6 cells, flow cytometry, MLPCN library; fluorescence ratio to DMSO, % at 10 µM; AID 602162, 2011; K562-ABCB6 porphyrin accumulation, 1 h; hits give low values; ATP-binding cassette sub-family B member 6 (Homo sapiens), Q9NP58; 360,000 compounds, 0.19% hits;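 active = fluorescence ratio to DMSO below 75%, the collection mean minus 3 SD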;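 also: signal is porphyrin accumulated inside mitochondria; 100% equals median channel fluorescence of DMSO control wells; lower ratio means ABCB6 inhibition with less porphyrin fluorescence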
Glyco luc inh – increase of ERlucT glycosylation luciferase signal, primary screen, N-linked glycosylation inhibitor project, D54 ERlucT cells, luminescence, set 2 | D54 ERlucT glycosylation luciferase reporter, 24 h; percent of 100 nM tunicamycin response | reporter increase, % at 12.5 µM | 360,000 compounds, 0.23% hits;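 active = mean luciferase reporter signal, scaled so untreated is 0 and the glycosylation-blocking control 100, at or above a set limit in every replicate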;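 also: luciferase carries N-glycosylation sites so blocking glycosylation raises the light; 0% = median of neutral control wells and 100% = median of 100 nM tunicamycin wells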
aDG glyco up – activators of alpha-DG glycosylation, primary screen, uHTS, Pro5-aDG cells, AlphaScreen. alpha-DG glycosylation AlphaScreen (IIH6); 0% Pro5, 100% B10-LARGE cell signal. activation, % at 10 µM. 360,000 compounds, 0.22% hits. AID 624168, 2012;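 active = activation of at least 8% versus controls, or a plate z-score of at least 8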;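 also: Pro5 are CHO cells carrying HIG-tagged alpha-DG that lacks glycosylation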
Vif imaging – HIV Vif self-association inhibitors, primary screen, imaging, HEK293T, single point; HEK293T cells, Vif self-association by quenched fluorescence, 24 h; 340,000 compounds, 0.35% hits; inhibition, % at 7.49 µM; in the data active = inhibition above about 50%, passing the limit was not always enough; also: some results filed as inactive read as strong as hits
Granule exo inh – LAMP-1 surface exposure blockers, TALL-104 cells – cell-based, flow cytometry, MLPCN library, primary screen | TALL-104 LAMP-1 surface exposure; cells stimulated with thapsigargin and PMA | 360,000 compounds, 0.66% hits | inhibition, % at 10 µM | AID 651702, 2012;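 active = inhibition above about 55%, limit read from the data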
PDI turbidity – inhibitors of human PDI, primary screen, biochemical, turbidity, single point, plate reader | inhibition, % at 10 µM | PDI insulin aggregation turbidity, A650, 90 min | 350,000 compounds, 0.052% hits;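 active = mean inhibition across replicates of 30% or more, whatever share of single replicates reach that level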;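 also: absorbance from insulin aggregation driven by PDI reduction with DTT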
Target sequence (P07237 whole entry, looked up): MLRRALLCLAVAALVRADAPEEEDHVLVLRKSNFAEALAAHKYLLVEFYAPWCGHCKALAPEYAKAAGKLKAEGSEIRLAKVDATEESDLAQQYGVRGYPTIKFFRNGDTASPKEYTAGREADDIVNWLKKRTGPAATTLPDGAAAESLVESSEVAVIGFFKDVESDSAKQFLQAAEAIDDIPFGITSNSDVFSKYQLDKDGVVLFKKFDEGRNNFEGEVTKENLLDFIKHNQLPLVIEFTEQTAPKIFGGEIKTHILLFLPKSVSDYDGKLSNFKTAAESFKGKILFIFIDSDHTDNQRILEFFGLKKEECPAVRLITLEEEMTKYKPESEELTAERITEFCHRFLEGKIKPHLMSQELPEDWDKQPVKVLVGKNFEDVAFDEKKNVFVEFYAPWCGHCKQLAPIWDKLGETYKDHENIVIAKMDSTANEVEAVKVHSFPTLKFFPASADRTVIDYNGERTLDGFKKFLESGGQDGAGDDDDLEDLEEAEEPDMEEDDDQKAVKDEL
hiPSC survival – enhancers of single-cell hiPSC survival, primary screen, ATPlite luminescence | 100% = ROCK inhibitor wells, 0% = DMSO | survival enhancement, % at 20 µM | 360,000 compounds, 0.044% hits | AID 602274, 2012; in the data active = survival enhancement above about 18%;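 also: cells exposed to compounds for 16 hours before the ATP read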
The depositor's hits bear a star; · = no result given.

smiles	HTR2A ag	CaV13 FRET inh	H9c2 protect	ABCB6 inh MLPCN	Glyco luc inh	aDG glyco up	Vif imaging	Granule exo inh	PDI turbidity	hiPSC survival
COc1cc(C2C3C(=O)N(c4ccc(F)cc4)C(=O)C3ON2c2ccccc2)ccc1O (centres undefined)	0.2	-3.4	2.9	99.0	-2.5	0.0	5.0	0.6	7.0	-0.5
O=C(COc1ccc2ccccc2c1)N1CCN(C(=O)c2cccnc2)CC1	5.4	-4.0	1.1	97.0	1.0	0.0	-5.0	-0.7	-2.7	-1.6
COc1ccc(C(CNC(=O)CCNS(=O)(=O)c2ccccc2C(F)(F)F)N2CCOCC2)cc1 (centres undefined)	1.6	-5.1	-1.0	102.0	0.6	-0.2	3.0	3.5	-3.2	0.0
O=C(O)Cc1ccc(C(=O)CSc2ccccc2)s1	1.3	-20.2	3.4	104.0	0.6	-0.2	1.9	0.3	-5.2	-0.2
Cc1noc(C)c1NC(=O)N(C)C[C@@H]1Oc2ncc(Br)cc2C(=O)N([C@@H](C)CO)C[C@H]1C	6.4	-4.2	7.8	103.0	0.5	0.3	14.1	-3.6	1.4	8.0
COc1cccc(C(=O)Nc2ccc(F)cc2F)c1	-4.4	-10.2	-2.8	99.0	3.1	-0.1	-7.3	-1.9	-1.0	-1.0
CC1(C(=O)NCCC#N)CCN1C(=O)Cc1ccc(-c2ccccc2)cc1 (centres undefined)	3.8	-4.8	-9.2	126.0	0.3	0.1	4.5	-4.6	8.1	-1.3
COc1ccc(CN2C(=O)C(CC(=O)NCCc3ccccn3)CC(C(=O)N3CCCCCC3)=C2C)cc1 (centres undefined)	-1.3	-11.3	·	95.0	·	-0.2	·	-6.8	·	1.5
Cc1cc(C2=NNC(=NCCc3ccccc3)SC2)c(C)n1-c1c(C)n(C)n(-c2ccccc2)c1=O	5.3	-15.4	9.1	98.0	-3.1	-0.2	5.4	2.0	7.0	0.0
C/C(=N\NC(=O)c1cccc(C)c1)c1ccc(N2CCOCC2)cc1	2.9	·	4.5	98.0	2.4	-0.4	-2.2	-3.4	7.7	7.3
COc1cc(CCC(=O)OCC(=O)NCC2CCCCC2)cc(OC)c1OC	3.9	-5.5	-5.3	98.0	-1.2	0.0	2.0	-0.8	-2.9	0.4
O=C(COC(=O)CCC(=O)c1cccs1)Nc1ncc(Cl)cc1Cl	4.3	-5.5	2.7	103.0	1.5	-0.1	0.6	-1.3	6.0	-1.7
COC(=O)C1=CN(C)C=C(C(=O)OC)C1c1ccccc1Cl	-1.2	35.8*	3.4	86.0	1.8	-0.1	29.0	2.4	6.8	-1.6
COC(=O)c1nc2ccccc2s1	4.0	-8.6	11.9	88.0	·	-0.1	·	0.6	-6.1	1.2
C/C(=N\NC(=O)c1c(Br)c(C)nn1C)c1cccc(NC(=O)c2ccccc2F)c1	1.6	-3.2	18.9	100.0	0.6	0.3	·	0.6	-2.2	1.6
O=C(CSc1nnc2ccccn12)c1ccc2c(c1)OCCO2	-2.5	-0.2	-3.0	105.0	-9.5	-0.1	0.0	0.6	10.7	1.0
OCCn1c(SCCOc2ccccc2F)nc2ccccc21	-4.4	·	5.6	91.0	-0.4	0.1	6.6	2.3	3.8	-1.3
CC(C)Oc1ccc(CNC(=O)Cn2c(=O)oc3ccccc32)cc1	2.1	-5.2	-12.3	100.0	-0.3	0.1	·	-7.2	8.5	1.1
Cc1cc(C)c2nc(N3C(=O)C(O)=C(C(=O)c4ccco4)C3c3ccco3)sc2c1 (centres undefined)	11.5	-6.8	0.1	101.0	-3.4	0.4	6.4	17.8	14.3	0.5
Cc1ccc(C)c(Cn2cnc3c(cnn3C(C)(C)C)c2=O)c1	1.3	·	-18.7	96.0	-1.6	0.3	3.8	-2.0	-3.6	-5.5
CC(O)(c1ccccc1)c1nc(-c2ccc(F)c(Cl)c2)cs1 (centres undefined)	4.3	-7.1	-11.9	105.0	2.1	-0.1	·	1.8	2.3	-2.2
CCC(C)NC(=O)c1cc(OC)c(OC)c(OC)c1 (centres undefined)	5.9	-7.5	5.3	101.0	0.9	-0.2	0.3	-4.5	-3.3	-2.1
CCN(CC)c1ccc(C=Nc2ccccc2)c(O)c1	-1.9	-5.4	14.4	121.0	1.9	0.0	0.4	-0.9	4.6	3.1
COc1ccc(CN2C(=O)c3ccccc3C2C(=O)NC2CCCCCC2)c(OC)c1 (centres undefined)	-5.2	-5.3	2.3	96.0	0.6	0.3	-2.9	-6.9	-0.3	0.5
O=C(O)CSCC(=O)N1CCCN(c2nc3ccc(Cl)cc3s2)CC1	0.3	-5.4	2.7	98.0	0.1	-0.1	10.6	-1.2	6.2	0.7

Printed as active in CaV13 FRET inh, among the entries above:
mol	HTR2A ag	CaV13 FRET inh	ABCB6 inh MLPCN	Glyco luc inh	aDG glyco up	Vif imaging	Granule exo inh	PDI turbidity
COC(=O)C1=CN(C)C=C(C(=O)OC)C1c1ccccc1Cl	-1.2	35.8*	86.0	1.8	-0.1	29.0	2.4	6.8

Continued:
smiles	HTR2A ag	CaV13 FRET inh	H9c2 protect	ABCB6 inh MLPCN	Glyco luc inh	aDG glyco up	Vif imaging	Granule exo inh	PDI turbidity	hiPSC survival
Cc1ccccc1NC(=O)CCN1CCN(CCO)CC1	-0.1	-20.5	6.5	102.0	-0.4	0.0	0.0	0.1	6.4	0.3
C#CCNC(=O)C1=C[C@@H](c2ccc(Br)cc2)C[C@@H](OCc2ccc(CO)cc2)O1	-3.8	-4.9	-5.9	98.0	3.1	0.5	2.7	1.4	2.8	-2.3
Cc1ccc2c(c1)C(c1ccccc1)N(C(=O)c1ccc(Br)cc1)CC(=O)N2 (centres undefined)	-0.7	-4.3	1.1	108.0	-3.1	0.0	-6.8	12.4	9.6	0.2
O=S(=O)(c1ccccc1)c1nc(-c2ccccc2Cl)oc1NCCCN1CCOCC1	-8.7	-5.6	2.4	104.0	-3.7	-0.4	4.1	8.5	4.0	-1.0
CC(=O)Nc1ccc(OC(=O)N2CCCC2)cc1	-2.6	10.0	5.5	96.0	5.2	-0.1	1.0	3.4	3.4	-0.2
NC(CO)(CO)COCc1ccccc1	-0.7	0.5	2.3	96.0	0.9	-0.5	-3.8	-3.1	2.1	0.1
COc1ccccc1/C=C/C(=O)OCC(=O)Nc1cc(C(F)(F)F)ccc1N1CCOCC1	-4.5	-24.5	-4.1	105.0	16.2	-0.2	13.7	49.2	1.5	-0.9
CC(=O)C1=C(O)C(=O)N(CCc2c[nH]c3ccccc23)C1c1ccc(O)cc1 (centres undefined)	-0.8	-4.4	2.1	96.0	0.3	-0.5	1.1	5.4	46.4*	-1.2
O=C(CC12CC3CC(CC(C3)C1)C2)N/N=C/c1ccc([N+](=O)[O-])o1	-4.1	-2.8	-10.9	100.0	0.4	5.7	-1.2	5.4	-5.3	-1.6
O=C(Nc1ccc2c(c1)OCO2)c1nn(-c2ccccc2)c(=O)c2ccccc12	-5.7	-5.0	33.3	102.0	-2.9	0.0	-15.3	-2.2	-4.8	4.3
CCn1ccnc1CN(C)Cc1cn[nH]c1-c1ccc(OC)c(F)c1	4.4	-7.4	-6.5	90.0	-8.5	0.1	-3.6	-1.9	-3.9	-0.5
Cc1ccc(NC(=O)c2ccc3snnc3c2)cc1C	3.4	-4.4	-1.2	104.0	-3.0	-0.1	10.3	-2.6	-1.5	-0.5
O=C(OCC(=O)N1CCC(Cc2ccccc2)CC1)c1cc(Br)ccc1O	1.6	-1.7	-12.8	95.0	-2.3	0.2	·	-8.9	-6.0	3.4
Cc1ccccc1OCC(=O)OCC(=O)NCc1ccccc1	-3.0	-5.3	10.3	92.0	0.8	-0.2	21.2	-1.4	-4.7	0.1
COc1cc(CNCc2cc(OC)ccc2OC)cc(OC)c1	-3.2	-6.3	-7.5	97.0	-1.0	0.2	18.8	2.1	0.8	-0.5
COc1ccc(-c2noc(CCC(=O)NCC3CCCO3)n2)cc1 (centres undefined)	-2.6	-2.1	7.2	104.0	-0.6	-0.1	14.9	1.4	21.7	-0.6
COc1ccc(CCN2C(=O)c3cccnc3C2=O)cc1OC	-4.0	·	8.3	97.0	1.1	-0.1	55.9*	-1.4	-3.6	-0.3
CS(=O)(=O)N1CCN(C(=O)c2ccc(Br)s2)CC1	-1.4	-4.3	4.4	100.0	1.8	-0.2	1.5	-3.5	7.1	3.4
CCc1nnc(NC(=O)c2c(C)nn(-c3ccccc3)c2Cl)s1	5.7	-3.8	5.9	98.0	0.0	0.2	0.9	-0.3	4.7	4.4
O=C(COC(=O)CSc1ccc(Cl)cc1)NCCc1ccccc1	2.9	-6.2	9.8	95.0	0.7	-0.1	·	-1.7	-0.1	0.0
CCOC(=O)Cn1c(=O)oc2cc(S(=O)(=O)N3CCc4ccccc43)ccc21	0.8	-4.9	-20.6	104.0	-2.7	0.3	·	-4.5	3.5	0.8
O=C(Cn1nc(CNc2ccc(Cl)cc2)[n+]2c1CCCCC2)c1ccccc1	-4.7	-5.5	1.0	96.0	1.5	0.1	-8.3	-1.7	-0.7	-0.9

Some of these compounds in order of their number in HTR2A ag, high to low.
Structure | HTR2A ag
O=C(OCC(=O)N1CCC(Cc2ccccc2)CC1)c1cc(Br)ccc1O | 1.6
COc1cccc(C(=O)Nc2ccc(F)cc2F)c1 | -4.4
O=C(Cn1nc(CNc2ccc(Cl)cc2)[n+]2c1CCCCC2)c1ccccc1 | -4.7

Screening results as filed in PubChem BioAssay.
